# Screens as filed in PubChem.
# HttQ103 aggreg: mutant huntingtin aggregation inhibition. Potency, µM (top dose mostly 46.1 µM), for inactives: at the highest dose activity change, negative = inhibition, most hits filed as inhibitors. PC12 HttQ103-GFP aggregates, Acumen cytometry, 40 h. AID 1688. actives 1.1% (n = 220,000); further: potency means the concentration at half of the fitted maximal effect; on the % scale 0 is the no-effect control and ±100 the full control effect; nearly all actives have a fitted effect of over 60% in size
#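 Using laser scanning cytometry, GFP-positive aggregates were counted after lysis of PC12 cells induced with 100 nM tebufenozide to express HTT exon 1 Q103–GFP. Compounds were tested in titration.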
# NPSR antag: neuropeptide S receptor (human) antagonism, cAMP; actives 1% (n = 220,000); Potency, µM (highest dose often 38.3 µM), for the others: top-dose activity change, negative = inhibition, hits mostly inhibitors; AID 1461; CHO-NPSR cells, cAMP TR-FRET, antagonist mode; further: potency means the concentration at half of the fitted maximal effect; on the % scale 0 is the no-effect control and ±100 the full control effect; nearly all actives have a fitted effect of over 50% in size; many of its hits are not listed in these tables
# Target sequence (Q6W5P4 whole entry, looked up): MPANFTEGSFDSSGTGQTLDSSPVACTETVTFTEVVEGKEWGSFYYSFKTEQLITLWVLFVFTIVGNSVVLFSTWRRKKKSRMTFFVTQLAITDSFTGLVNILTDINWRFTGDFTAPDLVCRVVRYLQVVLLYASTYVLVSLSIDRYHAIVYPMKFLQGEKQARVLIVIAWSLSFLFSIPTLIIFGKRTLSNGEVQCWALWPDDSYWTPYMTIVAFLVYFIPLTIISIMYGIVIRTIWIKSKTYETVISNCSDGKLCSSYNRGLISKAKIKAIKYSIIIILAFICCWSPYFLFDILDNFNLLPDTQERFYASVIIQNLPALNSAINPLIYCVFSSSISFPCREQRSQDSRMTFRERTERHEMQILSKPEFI
# CBFb-RUNX1 inh: inhibitors of human CBF-beta and RUNX1 interaction; AID 1477; Q01196+Q13951; AlphaScreen CBFb-His/RUNX1-biotin binding, biochemical; Potency, µM (top dose mostly 59.8 µM), for the others: top-dose activity, negative = inhibition, hits mostly inhibitors; 230,000 tested, under 10 active; further: % of control where 0% means no effect
# Target sequence (Q01196 whole entry, looked up): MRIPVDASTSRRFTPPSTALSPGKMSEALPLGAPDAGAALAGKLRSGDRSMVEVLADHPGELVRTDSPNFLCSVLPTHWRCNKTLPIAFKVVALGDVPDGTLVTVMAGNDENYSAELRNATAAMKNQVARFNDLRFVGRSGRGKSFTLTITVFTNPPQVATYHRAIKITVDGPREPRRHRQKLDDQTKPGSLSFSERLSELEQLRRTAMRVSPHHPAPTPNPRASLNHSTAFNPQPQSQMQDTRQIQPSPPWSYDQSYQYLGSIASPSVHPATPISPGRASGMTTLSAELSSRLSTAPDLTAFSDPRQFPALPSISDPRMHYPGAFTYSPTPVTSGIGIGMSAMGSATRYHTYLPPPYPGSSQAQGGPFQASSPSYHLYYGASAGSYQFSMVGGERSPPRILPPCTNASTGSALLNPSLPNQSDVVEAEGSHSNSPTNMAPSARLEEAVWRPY
# Target sequence (Q13951 whole entry, looked up): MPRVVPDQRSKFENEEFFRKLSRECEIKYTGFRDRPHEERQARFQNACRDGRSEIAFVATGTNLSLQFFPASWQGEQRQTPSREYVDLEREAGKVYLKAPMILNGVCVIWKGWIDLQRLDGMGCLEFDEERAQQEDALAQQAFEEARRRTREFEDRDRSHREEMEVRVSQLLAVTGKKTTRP
#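 AlphaScreen binding: CBFb-His and RUNX1-biotin (30 nM each) preincubated 20 min, compound added for 15 min, then nickel and streptavidin beads for 90 min, all at room temperature. Disruption of the interaction by any mechanism counts as activity.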
# Epigenetic reg: epigenetic control regulation, reporter derepression. murine LDR cells, GFP reporter derepression, 30 h. Potency, µM (doses to about 53.9 µM), without a hit: top-dose GFP activation, most hits filed as activators. actives 0.2% (n = 280,000). AID 1865; further: potency means the concentration at half of the fitted maximal effect; % of control where 0% means no effect; nearly all actives have a fitted effect of over 60% in size
#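 In this reporter-derepression format, murine cells bearing a silenced integrated CMV-GFP locus incubate with test compound (30 h, 37 C), then are washed and imaged; fluorescent objects of 20–120 um count as induced cells.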
# IMPase Li cell: cell-permeable IMPase inhibitors with lithium potentiation; CHO-M1 cells, IP1 TR-FRET (IP-One), carbachol + lithium; Potency, µM (titrated, usually from 59.4 µM), without a hit: at the highest dose activity, negative = IMPase inhibition, hits mostly inhibitors; actives 0.35% (n = 210,000); AID 1457;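 further: IP1 builds up when IMPase is blocked and the TR-FRET signal falls; potency means the concentration at half of the fitted maximal effect; plate controls were basal vehicle for no effect and high inhibitor control for full effect; nearly all actives have a fitted effect of over 50% in size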
#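 Lithium-sensitised IP1 accumulation assay; M1-expressing CHO cells treated 30 min at 37C with compound. Competitive antibody detection by time-resolved FRET followed a 10 min room-temperature lysis step.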
# Luc counter: blocks Kinase-Glo luciferase, a counter-screen artifact. Q27757. actives 0.28% (n = 200,000). Kinase-Glo luciferase, ATP luminescence, 8 min. AID 1379. Potency, µM (highest dose often 38.3 µM), without a hit: at the top dose activity change, negative = inhibition, most hits filed as inhibitors; further: potency means the concentration at half of the fitted maximal effect; on the % scale 0 is the no-effect control and ±100 the full control effect; nearly all actives have a fitted effect of over 60% in size
#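 Inhibition of Kinase-Glo luciferase light generation was assessed at 10 uM ATP in pH 7.2 imidazole buffer, with luminescence measured after eight minutes at ambient temperature.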
# LMNA splice mod: changes lamin A minigene splicing in HeLa cells | AID 1487 | Potency, µM (highest dose often 46.1 µM), for the others: top-dose ratio change, negative = inhibition, usual class: inhibitors | HeLa LMNA splicing GFP/RFP minigene ratio, 48 h | actives 0.01% (n = 200,000); active means well fitted inhibition curve with a large enough effect in the signal ratio, with a control signal flat, not every such curve was filed as active; inconclusive means small, poorly fitted or top-dose-only effect, or effect the other way, or a change in a side signal; the % refers to the signal ratio; further: potency means the concentration at half of the fitted maximal effect; on the % scale 0 is the no-effect control and ±100 the full control effect
#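 S3 HeLa cells stably expressing lamin A-EGFP splicing minigene plus DsRed2, 600 cells/well, 48 h compound exposure at 37C. Laser-scanning cytometry; analysed as GFP (500-530 nm)/RFP (575-640 nm) total intensity ratio; 0.5% DMSO vehicle.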
# * hit, by the source's call; u = inconclusive; x = no result given; & = joins results of further samples; [ ] = dose if it differs, or a comment. Unless noted, the call rests on the fitted dose curve; in most records, active means well fitted curve in the direction sought with a large enough effect; inconclusive means small, poorly fitted or top-dose-only effect, or another doubt; inactive means no such curve, though single readings can be large; an effect the other way counts as inactive or inconclusive. Not all compounds are listed. The share of hits here may be higher or lower than overall.
molecule,IMPase Li cell,HttQ103 aggreg,Epigenetic reg,CBFb-RUNX1 inh,LMNA splice mod,NPSR antag,Luc counter
Cc1ccc(N(c2ncnc(N)c2[N+](=O)[O-])C2CCCCC2)cc1,16%[38.3 µM],-17%,-0.9%,-2%,0%[0.0737 µM],-16%[46.1 µM],-2%
CC[C@](N)(CCC(=O)O)C(=O)O,-6%&8%,x,0.8%&0.0%,9%,x,x,-1%
COC(=O)c1cn(NC(=O)C2CCC(C)CC2)c(=O)c2ccccc12 (configuration not stated),-5%[38.3 µM],8%,-2.8%,3%,6%,-5%[46.1 µM],-5%
CCOc1ccc(C(=O)Nc2cccc(C(=O)O)c2C)cc1Cl,-8%,8%,0.0%,1%,-1%,12%,-7%
Cc1ccc(NC(=O)c2ccc(C(C)(C)C)cc2)cc1-n1cnnn1,10%,-2%[9.22 µM],9.1%,-4%,x,-11%,-2%
CC(=O)N1CC[n+]2c(-c3ccc(Cl)cc3Cl)csc21,2%,2%,10.0%,-16%,u,4%,0%
CCCc1cc(=O)[nH]c(SCc2cc(Cl)ccc2OC(F)F)n1,-8%[38.3 µM],3%,-1.2%,-2%,5%,4%[46.1 µM],1%
CC(=O)NC(C(=O)NCC(N)=O)C(C)C (configuration not stated),-2%[38.3 µM],1%,-2.5%,1%,2%,-3%[46.1 µM],2%
O=S(=O)(c1cccc(F)c1)N1CCC(CO)(Cc2cccc(F)c2)CC1,9%,25%[9.22 µM],-5.5%,9%,u,26%,2%
O=C(CSc1ccc(Cl)cc1)NC1CCCc2ccccc21 (configuration not stated),-3%,1%,8.0%,6%,1%,-10%,-2%
O=C1/C(=C\c2cccs2)N=C(c2cccs2)N1Nc1ccccc1,45%[activator][38.3 µM],11%,0.5%,-27%,u,-3%[46.1 µM],-6%
O=C(NCc1ccco1)C(c1ccccc1F)N(CC1CCCO1)C(=O)Cn1nnc2ccccc21 (configuration not stated),-4%[38.3 µM],-4%,-6.3%,1%,4%,-18%[46.1 µM],1%
CCOC(=O)NNC(=O)c1ccc(Cl)cc1,-7%[38.3 µM],0%,-1.7%,6%,7%,0%[46.1 µM],-4%
COc1ccc(-c2nc(N)sc2C2(O)C(=O)Nc3c(Br)cc(F)cc32)cc1OC (configuration not stated),-2%,5%,2.5%,4%,18%[46 µM],13%,-2%
COC(=O)c1c(N)sc(Cc2ccccc2)c1C,9%,14%[9.22 µM],4.5%,-3%,u,6%,0%
CCOC(=O)N1CCC(N2C(=O)c3ccccc3C2Nc2cc(C(=O)OC)cc(C(=O)OC)c2)CC1 (configuration not stated),-5%[38.3 µM],-7%,-0.9%,1%,-3%,-20%[46.1 µM],-2%
Cc1nnc(C)c2c(C)n(-c3ccc(Br)cc3)c(C)c12,14%[38.3 µM],3%,0.0%,6%,1%,-6%[46.1 µM],0%
COC(=O)c1ccccc1NC(=O)C(C)Oc1ccccc1 (configuration not stated),15%,-13%,-2.0%,14%,-1%,-6%[46.1 µM],-2%
O=C(Cn1nnc(-c2ccccc2)n1)NNC(=O)c1ccccc1,-4%,2%,0.1%,0%,-7%[46 µM],14%,2%
CCCn1nnnc1SCC(=O)Nc1sc(C)c(C)c1C#N,x,15%[9.22 µM],1.1%,6%,x,-15%,x
NCCNS(=O)(=O)c1cccc2cnccc12,1%&-13%&2%,x,-0.2%&0.0%&5.4%,-4%,u,-14%[46.1 µM],-1%&1%
c1ccc(-c2csc3ncnc(NCCN4CCOCC4)c23)cc1,24%[38.3 µM],u,-2.1%,4%,u,5%[46.1 µM],0%
O=C(NNC(=S)Nc1ccc(Cl)cc1Cl)c1ccc(N2CCOCC2)c([N+](=O)[O-])c1,21%,-30%,-1.0%,9%,u,-17%,4%
Cc1cccc(N2CCN(C(=O)c3ccc(Cl)c(S(=O)(=O)NCc4ccco4)c3)CC2)c1C,1%[38.3 µM],-6%,0.1%,-16%,-15%,-15%[46.1 µM],-2%
O=C(N[C@@H](Cc1ccccc1)C(=O)OCc1ccccc1)c1nc[nH]c1C(=O)N1CCN(c2ccccc2)CC1,x,-34%[9.22 µM],3.0%,-23%,x,-8%,x
Cc1nc2scc(-c3cccs3)c2c(=O)[nH]1,24%[38.3 µM],21%,-1.0%,0%,-2%,4%[46.1 µM],-5%
CCn1c(COc2cccc3cccnc23)nnc1SCC(=O)OC,8%,13%,-0.4%,-2%,x,18%,-1%
CCN(CC)S(=O)(=O)c1ccc(Oc2ccccc2)c(N)c1,5%,-20%,-0.4%,-2%,-12%[46 µM],-14%,1%
Cn1c(C(=O)OCC(=O)NCc2ccco2)cc2sccc21,-2%[38.3 µM],1%,1.7%,-5%,2%,-15%[7.67 µM],-1%
CCn1c(SCC(N)=O)nc2sc3c(c2c1=O)CCCC3,13%[38.3 µM],8%,0.1%,-2%,-8%,2%[46.1 µM],0%
Cc1cnc(NC(=O)c2cc3c(s2)CCCC3)s1,15%[38.3 µM],-27%,-1.0%,2%,u,-19%[46.1 µM],-14%
CC(C)Cn1c(N)c(C(=O)CSc2ncnc3sc4c(c23)CCCC4)c(=O)n(C)c1=O,-1%,-10%,0.0%,11%,-6%,-25%,1%
CCCc1ccc(C(=O)NNC(=O)c2ccc(Cl)cc2)cc1,x,3%,-1.0%,-5%,-6%,5%[46.1 µM],x
Cc1cccc(C(=O)NC(=O)Nc2c(C)cc(C)nc2C)c1,3%,-25%,-1.6%,2%,u,15%,-5%
S=c1[nH]nc(-c2ccccc2)o1,11µM*,-8%,5.2%,u,9%,-17%[46.1 µM],5%
O=C(O)c1cc(-c2cccc([N+](=O)[O-])c2)nc2ccccc12,x,10%[9.22 µM],2.1%,8%,-1%[46 µM],19%,x
c1ccc2nc(-c3ccncc3)ccc2c1,-12%[38.3 µM],-7%,0.0%,-6%,-3%,-1%[46.1 µM],-20%
O=C(N/N=C/c1ccc(Cl)cc1Cl)Nc1ccccc1,-5%[38.3 µM],13%,-0.9%,1%,1%[0.0737 µM],-11%[46.1 µM],1%
O=C(N/N=C/c1ccncc1)c1ccc(NC(=O)c2ccc(Cl)cc2)cc1,15%,7%,-2.2%,2%,-12%[46 µM],-3%,1%
CC1CN(C(=O)CCN2C(=O)c3ccccc3C2=O)CC(C)O1 (configuration not stated),5%,-5%,0.0%,1%,-3%,-6%[46.1 µM],-1%
Cc1cc2nc3c(nc2cc1C)C1(C(=O)N(C)C)CCC3(C)C1(C)C (configuration not stated),25%[38.3 µM],27%,0.1%,3%,-7%,-5%[46.1 µM],1%
COc1cc(S(=O)(=O)NCC2CCCO2)c(OC)cc1Cl (configuration not stated),11%[38.3 µM],1%,-0.7%,6%,13%,5%[46.1 µM],-5%
Cc1cccc(OCC(=O)Nc2ccc3c(c2)OCO3)c1C,7%[38.3 µM],4%,-1.0%,-7%,u,-23%[46.1 µM],-1%
C=CCN(C)CCCNC(=O)/C=N/O,-3%,1%,3.4%,-2%,-5%,-16%[46.1 µM],-1%
COc1ccc(N2C(=O)CC(N3CCN(S(=O)(=O)c4ccc(Cl)cc4)CC3)C2=O)cc1 (configuration not stated),5%,-3%,2.3%,12%,3%[46 µM],-6%,-1%
CN(CCc1ccccn1)C(=O)c1cccnc1Oc1ccccc1,x,12%[9.22 µM],4.3%,8%,x,11%,x
COCc1nnc(NC(=O)CS(=O)(=O)Cc2ccccc2)s1,21%[38.3 µM],1%,-4.1%,4%,-9%,-15%[46.1 µM],10%
N#Cc1ccc(/C=C\c2nccc3c2[nH]c2ccccc23)cc1,u,-16%,u,u,x,-59%,0%
CCCCNS(=O)(=O)c1ccc2nc(SCC(=O)Nc3cccc(F)c3)[nH]c2c1,-10%,-3%,-1.9%,5%,u,-5%,2%
CSc1nsc(SCCN2C(=O)c3ccccc3C2=O)n1,19%[38.3 µM],-29%,0.0%,7%,-7%,-10%[46.1 µM],4%
O=C(CC(C(=O)N1CCc2ccccc21)n1ccnc1)N1CCc2ccccc2C1 (configuration not stated),5%[38.3 µM],18%,-1.2%,0%,-10%,-13%[46.1 µM],-6%
O=C(Nc1ccc(N2CCOCC2)c2nonc12)C1CCCC1,10%[38.3 µM],-1%,-3.6%,-10%,-5%,-25%[46.1 µM],-5%
O=C(N/N=C/c1ccc(OC(=O)c2ccc3c(c2)OCO3)cc1)c1cncc(Br)c1,2%,1%,-0.1%,-1%,-6%,12%,0%
Cc1cc(/C=N/NC(=O)CC2(C)OCCO2)c(C)n1-c1cc(Cl)cc(Cl)c1,5%,2%,-1.2%,-8%,-3%,-6%[46.1 µM],-2%
O=C(CSC1=NCCS1)NC(c1ccccc1)c1ccccc1,8%,26%,u,4%,4%,-34%,2%
Cc1cccc(NC(=O)COC(=O)c2cccc3c2C(=O)c2ccccc2C3=O)c1C,13%,27%,0.0%,u,u,-27%[46.1 µM],3%
CCn1ccnc1[C@@H]1C[C@H]2CN(Cc3cccc(Cl)c3)C(=O)[C@]23CCCN13,15%,6%[9.22 µM],0.0%,-3%,20%[46 µM],0%,-3%
Cc1ccc(S(=O)(=O)c2nc(-c3ccccc3)oc2NCCCN2CCOCC2)cc1,15%,-17%,-1.6%,-11%,12%[46 µM],-21%,3%
CCOC(=O)c1c(O)c2cc(Cl)ccc2n(CC)c1=O,x,-2%[9.22 µM],-0.3%,4%,x,0%,x
CNC(=S)N/N=C(\C)c1ccc(-n2ccnc2)cc1,28%[38.3 µM],29%,0.0%,-1%,-9%,-3%[46.1 µM],-3%

# Further records
molecule,IMPase Li cell,HttQ103 aggreg,Epigenetic reg,CBFb-RUNX1 inh,LMNA splice mod,NPSR antag,Luc counter
COc1ccc(-n2c(=O)c3ccccc3n(CC(=O)Nc3ccccc3OC)c2=O)cc1,1%,7%,-1.6%&1.1%,0%,2%[46 µM],-5%,0%
Cc1cc(C(=O)NCCCN2CCN(C3CCCCC3)CC2)n(-c2ccccc2)n1,24%,-11%,0.0%,5%,-5%,14%,0%
CC1=C(C(=O)OCCc2ccccc2)C(c2ccsc2)NC(=O)N1C (configuration not stated),15%,5%,11%,6%,u,1%,0%
NC(=O)c1cccnc1OCC(F)(F)F,x,-1%[9.22 µM],1.3%,5%,x,-28%,x
